High-throughput results (PubChem BioAssay)
NPYLR7 agonist: activates Aedes aegypti NPYLR7 receptor; HEK293T NPYLR7/Galpha15, GCaMP6s calcium fluorescence; activation, % at 10 µM; 0.15% of 270,000 active; AID 1259423; in the data active = activation above about 40%;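 note: 0% = vehicle and 100% = reference agonist at the receptor; some compounds past the cut are filed as inactive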
hcGAS inh: human cGAS inhibition; 0.081% of 290,000 active; recombinant h-cGAS, ATP depletion, Kinase-Glo luminescence; inhibition, % at 12.5 µM; Q8N884;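 note: 0% = vehicle reaction and 100% = reaction without DNA for no activity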
Target sequence (Q8N884 whole entry, looked up): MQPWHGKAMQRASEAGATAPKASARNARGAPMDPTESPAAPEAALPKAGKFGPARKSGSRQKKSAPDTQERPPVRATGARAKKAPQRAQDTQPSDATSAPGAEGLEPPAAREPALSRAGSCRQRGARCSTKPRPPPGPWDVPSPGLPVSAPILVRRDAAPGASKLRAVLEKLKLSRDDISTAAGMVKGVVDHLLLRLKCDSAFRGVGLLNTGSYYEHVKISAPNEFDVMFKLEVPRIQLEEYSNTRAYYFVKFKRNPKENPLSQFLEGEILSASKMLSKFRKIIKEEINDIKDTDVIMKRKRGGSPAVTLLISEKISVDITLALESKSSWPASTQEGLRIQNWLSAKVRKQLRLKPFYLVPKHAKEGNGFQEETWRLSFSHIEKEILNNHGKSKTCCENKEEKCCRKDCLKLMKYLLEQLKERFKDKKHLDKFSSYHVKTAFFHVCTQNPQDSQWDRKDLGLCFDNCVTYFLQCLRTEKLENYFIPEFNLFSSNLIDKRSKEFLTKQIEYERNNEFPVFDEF
mcGAS inh: inhibitors of mouse cGAS. Q8C6L5. recombinant cGAS, Kinase-Glo ATP depletion luminescence. inhibition, % at 12.5 µM. 0.15% of 160,000 active. AID 1259399;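 note: 0% = negative control wells and 100% = reference inhibitor with no enzyme activity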
An asterisk follows results filed as active; / = not tested or not shown. Cut-off read from the data, not from the text of the source, unless noted: active = inhibition above about 40%; inactive = the rest.

cpd | SMILES | NPYLR7 agonist | mcGAS inh | hcGAS inh
1 | COc1ccc(NC(=O)Cn2ccn3nc(-c4ccc(C)cc4)cc3c2=O)cc1Cl | 2 | 25 | -9
2 | O=C(Cc1ccc(NCc2ccon2)cc1)N1CCSCC1 | 2 | -6 | -10
3 | Cc1cc(C(=O)N(C)C2Cc3ccccc3C2)nc(C)n1 | 2 | / | 1
4 | COc1ccccc1NC(=O)NCC(c1cccn1C)N1CCCC1 (stereo not given) | 0 | / | -1
5 | COC(=O)CCCC(=O)N1CCC(Cc2ccc(OC)cc2)CC1 | 9 | -5 | -1
6 | Clc1ccc(Nc2nc(NCCc3ccccc3)nc3nccnc23)cc1 | -2 | / | 8
7 | Fc1ccc(-c2noc3nc(NC4CCOCC4)ccc23)cc1 | 4 | -6 | -9
8 | c1nc(Sc2nnnn2C2CC2)c2ccsc2n1 | 9 | / | -4
9 | O=C(C1CC2(CCNCC2)CN1)N1CCOc2ccc(Cl)cc2C1 (stereo not given) | 18 | / | -3
10 | CC(=O)c1sc(=Nc2ccc(Cl)cc2)n(N2CCOCC2)c1C | -5 | -8 | -5
11 | COCC(=O)Nc1ccc(N(C)C)c(CN(CC(C)C)C(=O)Cc2cccs2)c1 | 8 | -4 | -4
12 | CCCCN(C(=O)CSc1ncnc2sc3c(c12)CCC3)C1CCS(=O)(=O)C1 (stereo not given) | 0 | / | -9
13 | Cc1cn2c3c(=O)n(Cc4ccccc4F)c(=O)n(C)c3nc2n1CCc1ccccc1 | 1 | -8 | -7
14 | COc1ccc(Cc2nc3ccc(C(=O)N(C)CCc4cnn(C)c4)cc3o2)cc1OC | 2 | / | -10
15 | Cc1ccccc1C(=O)Nc1cccc(-c2nc3cc(Cl)ccc3o2)c1 | -2 | -3 | -3
16 | CCCCCCNC(=O)CC(c1ccc2c(c1)OCO2)c1c[nH]c2ccccc12 (stereo not given) | / | -5 | -6
17 | COc1ccc2cc(CN3CCN(S(=O)(=O)N(C)C)CC3)c(=O)[nH]c2c1 | 9 | / | -5
18 | O=S(=O)(c1ccsc1)N1CCC(CO)(Cc2ccccc2Cl)CC1 | -10 | 1 | 4
19 | N#Cc1cccc(NCC(=O)N2N=C(c3cccs3)CC2c2cccs2)c1 (stereo not given) | 1 | / | -12
20 | CCc1cc(=O)n2[nH]c(C(F)(F)F)c(-c3ccccc3)c2n1 | -4 | / | -8
21 | FC(F)(F)c1ccc2nnc(SC/C=C/c3ccccc3)n2c1 | 7 | / | -3
22 | C=CCN1C(=O)C(=O)N(c2ccccc2)C1=S | -8 | / | -8
23 | COc1ccc(-c2nnc(NC(=O)C(C)NC(=O)Nc3ccccc3OC)s2)cc1 (stereo not given) | -5 | -2 | 4
24 | CCc1nnc(NC(=O)CSc2nnc(NC(=O)c3cc(Cl)ccc3Cl)s2)s1 | -6 | / | -2
25 | O=C1OCCC1Sc1nnc(NCc2ccc(F)cc2)s1 (stereo not given) | -2 | -9 | -3
26 | Cc1cc2c(c(-c3ccc4c(cnn4C)c3)c1)OC(CN)C2 (stereo not given) | 76* | / | -4
27 | O=C(NCCC1COc2ccccc2O1)c1ccc(-c2cccnc2)nc1 (stereo not given) | 13 | / | -3
28 | COCCN(CC(=O)Nc1cc(C(C)(C)C)nn1-c1ccc(C)cc1C)C(=O)Nc1ccccc1F | 4 | -6 | -2
29 | COC(=O)c1cc2c(=O)n(-c3ccccc3C(F)(F)F)ccc2nc1C | -2 | / | -12
30 | O=C(C1CCCC1)N(Cc1csc(COc2ccc(Cl)cc2)n1)C1CC1 | 2 | -8 | -6
31 | CCCCN(CC(=O)N(CCc1ccccc1)Cc1ccc(C)o1)Cc1ccc(F)cc1 | / | -8 | -13
32 | Cc1cccc(COCC2CN(C(=O)C3CCC(N(Cc4ccc(F)cc4)C(=O)OC(C)(C)C)CC3)CCO2)c1 (stereo not given) | 20 | -3 | -1
33 | COc1ccccc1/C=C/CN1CCCC(CCC(=O)Nc2cc(Cl)ccc2OC)C1 (stereo not given) | 4 | -9 | -8
34 | O=C(c1cccc2ccnn12)N(Cc1cccnc1)Cc1ccsc1 | 5 | -14 | -5
35 | CC1C(=O)N(c2ccc3c(c2)OCO3)CCN1C(=O)c1ccccc1Cl (stereo not given) | -11 | 1 | 0
36 | C#CCOc1c(C=O)cc(C)cc1C(C)(C)C | 4 | / | -8
37 | COc1ccccc1-c1nc2cc(C)ccn2c1NC(=O)c1cccc(Cl)c1 | -3 | -7 | -8
38 | Cc1ccc(S(=O)(=O)NC(=O)C2(C)CCN2C(=O)Cc2ccsc2)nc1 (stereo not given) | 4 | / | -2
39 | CC(C)(C)c1ccc(C(=O)N2CCC2(C)C(=O)NCc2cccc3ccccc23)cc1 (stereo not given) | -5 | 0 | 1
40 | O=C(O)CSc1nnc(-c2cccnc2)n1-c1ccccc1C(F)(F)F | -3 | / | 0

Part of the list above, in transposed form:
#32 Cc1cccc(COCC2CN(C(=O)C3CCC(N(Cc4ccc(F)cc4)C(=O)OC(C)(C)C)CC3)CCO2)c1 (stereo not given)
#33 COc1ccccc1/C=C/CN1CCCC(CCC(=O)Nc2cc(Cl)ccc2OC)C1 (stereo not given)
#34 O=C(c1cccc2ccnn12)N(Cc1cccnc1)Cc1ccsc1
#35 CC1C(=O)N(c2ccc3c(c2)OCO3)CCN1C(=O)c1ccccc1Cl (stereo not given)
#36 C#CCOc1c(C=O)cc(C)cc1C(C)(C)C
screen / no.	32	33	34	35	36
NPYLR7 agonist	20	4	5	-11	4
mcGAS inh	-3	-9	-14	1	/
hcGAS inh	-1	-8	-5	0	-8

Other entries.
cpd | SMILES | NPYLR7 agonist | mcGAS inh | hcGAS inh
41 | O=C(Nc1nc(-c2ccccc2)cs1)c1ccc2c(c1)OCO2 | 18 | / | -8
42 | COc1ccccc1CCC(=O)N1CCC(CCC(=O)Nc2ccccc2)CC1 | 7 | / | -9
43 | CC1Cc2ccccc2N1C(=O)CN1C(=O)c2ccccc2C1=O (stereo not given) | 2 | / | -6
44 | CCOC(=O)c1ccccc1NC(=O)Cn1c(-c2nnc(CC)o2)cc2ccccc21 | -4 | -9 | -6
45 | CCN(C)c1c(C)nc2c(OCc3ccccc3C)cccn12 | 34 | -4 | -3
46 | CN(C)C(CNS(=O)(=O)CC12CCC(CC1=O)C2(C)C)c1ccco1 (stereo not given) | -3 | / | 7
47 | CNC(=O)c1ccsc1NC(=O)c1cc(Cl)sc1Cl | 3 | / | 2
48 | Cc1ccc(Nc2cc(Cl)nc(N)n2)cc1Cl | -2 | -7 | -6
49 | CCCCCNC(CC(=O)Nc1c(C)cc(C)cc1C)C(=O)O (stereo not given) | -2 | -9 | -5
50 | O=C(CNCc1ccccc1)N1CCOC(C(F)(F)F)C1 (stereo not given) | 11 | / | 0

Record cards, from the list above. Order of values: NPYLR7 agonist, mcGAS inh, hcGAS inh
Results for CCN(C)c1c(C)nc2c(OCc3ccccc3C)cccn12 : 34, -4, -3
Results for CNC(=O)c1ccsc1NC(=O)c1cc(Cl)sc1Cl : 3, /, 2
Results for CN(C)C(CNS(=O)(=O)CC12CCC(CC1=O)C2(C)C)c1ccco1 (stereo not given) : -3, /, 7
Results for O=C(CNCc1ccccc1)N1CCOC(C(F)(F)F)C1 (stereo not given) : 11, /, 0

Next results:
cpd | SMILES | NPYLR7 agonist | mcGAS inh | hcGAS inh
51 | CC1C(=O)N(c2ccccc2Cl)CCN1C(=O)c1cccc(Br)c1 (stereo not given) | -10 | -4 | -2
52 | Cc1c(C(=O)N2CCCCC2)sc(NC(=O)c2ccc(Cl)cc2)c1C#N | -10 | -5 | -3
53 | Cc1ccc(C)c(-n2nc(-c3cccs3)cc2C(=O)NC(Cc2ccccc2)c2ccccc2)c1 (stereo not given) | 17 | -4 | -5
54 | CN(Cc1ccccc1)[C@@H]1[C@@H](O)C[C@@H]2C[C@H](c3ccccn3)OC[C@@]21O | 8 | -6 | -4
55 | Cc1ccccc1C1c2ccsc2CCN1C(=O)CN(Cc1ccco1)C(=O)c1ccccc1Cl (stereo not given) | / | -5 | -13
56 | Cc1cnc(C(=O)NCc2ccc3[nH]c4c(c3c2)CCCC4)cn1 | / | -12 | -8
57 | CCCCOc1ccc(-c2cc3c(=O)n(Cc4nc(-c5ccccc5C)no4)ccn3n2)cc1 | 0 | -6 | -6
58 | Cc1cnc(SCCN2CCOCC2)nc1C1CCCN(C(=O)C2Cc3ccccc3O2)C1 (stereo not given) | 25 | -11 | -5
59 | Cc1cccc(C(=O)Nc2ccc(OC3CCOCC3)c(C)c2)n1 | -21 | / | -2
60 | Cc1cccc(Nc2ncnc3c2nnn3C)c1 | 11 | / | -4
61 | CCOC(=O)c1c(NC(=O)c2c(-c3ccccc3)noc2C)sc2c1CCN(c1ccc(Cl)nc1)C2 | 12 | -4 | -6
62 | CN(Cc1cnc(N2CCOCC2)nc1)Cc1cccc2ncccc12 | / | -10 | -8
63 | COc1ccc(C(=O)Nc2cccc(-c3nc4cc(Cl)ccc4o3)c2C)cc1[N+](=O)[O-] | 8 | -2 | -2
64 | CCOC(=O)CN1C(=O)c2ccccc2NC12CCN(Cc1ccc(-c3ccccc3Cl)o1)CC2 | -1 | / | -4
65 | COC(=O)C(CC(C)C)NC(=O)Cn1cnc2ccc([N+](=O)[O-])cc2c1=O (stereo not given) | 16 | -3 | -11
66 | COc1ccc(CCN(Cc2ccc(C)o2)C(=O)CN(C(=O)c2ccccc2Cl)C2CC2)cc1OC | 6 | -6 | -7
67 | CN(CCc1ccccn1)C(=O)Nc1ccccc1 | 12 | -4 | -1
68 | c1cnc(N2CCN(C3CCC4(CCNCC4)CC3)CC2)cn1 | -3 | / | -3
69 | Cn1c(SCCC(=O)NC(=O)Nc2ccc3c(c2)OCO3)nnc1C(F)(F)F | -2 | -1 | 1
70 | c1ccc(-c2noc3nc(NCCN4CCCC4)ccc23)cc1 | 16 | -3 | -4
71 | Cc1ccc(CSc2ccc(-c3ccco3)nn2)cc1 | 5 | -10 | -14
72 | COc1cc(-c2ccc3c(c2)COC2(CCN(C(=O)Nc4c(C)noc4C)CC2)O3)cc(OC)c1OC | 9 | -4 | -4
73 | C/C(=C/C(=O)N1CCN(C(=O)c2ccc3nc[nH]c3c2)CC1)C1CC1 | 7 | / | -7
74 | CC(=O)N1CCc2ccc(S(=O)(=O)N3CCOC(C)C3)cc21 (stereo not given) | 10 | / | -5
75 | COC(=O)Cc1cc(OC(C)=O)n(-c2ccc(F)cc2)n1 | 3 | / | -8
76 | CN(C)C(=O)Cn1cnc2sc3c(c2c1=O)CCCC3 | 1 | / | -2
77 | Cc1ccc(C)c(Cn2cnc3c(nnn3-c3ccc(Cl)cc3)c2=O)c1 | -6 | -8 | -8
78 | CSCc1ccc(C(=O)N2CCCC(C(=O)c3ccc(Oc4ccccc4)cc3)C2)o1 (stereo not given) | -2 | -11 | -8
79 | COCCNC(=O)C1(C)CCCN(Cc2sc(C)nc2C)C1 (stereo not given) | 3 | / | -17
80 | N#Cc1cccc(OC2CC3CCC(C2)N3C(=O)c2ccc(CSc3nc4ccc(Cl)cc4o3)cc2)c1 (stereo not given) | 5 | -8 | -18
81 | COc1cccc(C(=O)N(Cc2c(-c3ccc(F)cc3)noc2N2CCN(C)CC2)C(C)C)c1 | 7 | -6 | -4
82 | CCCc1nc(N2CCN(C(=O)c3ccccc3OC)CC2)c2c(C)nn(-c3ccc(F)cc3)c2n1 | -5 | 2 | 3
83 | COc1ccc(CCN(Cc2ccc(C)o2)C(=O)CN(CCN2CCCC2)C(=O)C2CCCC2)cc1OC | 1 | -3 | -3
84 | CSc1ccccc1Nc1ncnc(N)c1[N+](=O)[O-] | 0 | / | -12
85 | CC(C)=CC(=O)NS(=O)(=O)c1ccc(CNC(N)=O)cc1 | 5 | -15 | -7
86 | C=CCN1C(=O)C(=Cc2cccc(O)c2)SC1=S | 10 | -5 | -8
87 | O=P(c1ccccc1)(c1ccccc1)C(O)c1ccccn1 (stereo not given) | -1 | / | -5
88 | C=C(C)[C@@H]1Cc2cc3c(cc2O1)OC[C@@]1(O)c2ccc(O)cc2O[C@@H]31 | -11 | -6 | -5
89 | COCCCN(CC(=O)N(CCc1c[nH]c2ccccc12)Cc1ccc(Cl)c(Cl)c1)C(=O)c1cc(Cl)cc(Cl)c1 | 1 | -1 | -1
90 | COCC(C)N1CCN(c2nc(C(C)C)ns2)CC1 (stereo not given) | 1 | / | -13
91 | O=C(CNC(=O)c1ccccc1)N=Nc1c(O)[nH]c2ccc(Br)cc12 | -1 | -5 | -3
92 | CN(C)C(=O)C1CCCN1c1ccc(S(=O)(=O)C(F)F)cc1 (stereo not given) | 1 | -15 | -4
93 | CCCC(NC(=O)c1cnn(CC)c1C)c1nccn1C (stereo not given) | 6 | -12 | -4
94 | COCc1cc(C)nc(NN=Cc2ccc(-c3ccc(Cl)c([N+](=O)[O-])c3)o2)c1C#N | 5 | -6 | -7
95 | O=C(Nc1ccc(C2SCC(=O)N2c2cccc(F)c2)cc1)C(Cl)c1ccccc1 (stereo not given) | / | -3 | -3
96 | O=C(c1ccc2c(c1)OCO2)N1CCCC(OCc2ccc(Br)cc2)C1 (stereo not given) | 17 | -5 | -9
97 | COc1ccc(NS(=O)(=O)c2ccc(OC)c(OC)c2)c(C(=O)NCc2ccccc2)c1 | 12 | -6 | -4
98 | CC(C)NS(=O)(=O)c1ccccc1CN | -3 | -15 | -8
99 | CC(C)CNC(=O)C1CSCN1C(=O)C1CC(=O)N(C2CCCC2)C1 (stereo not given) | 1 | -2 | 4
100 | C=CCNC(=O)c1cc([N+](=O)[O-])cc2c(=O)[nH]c(Nc3ccc(Cl)c(Cl)c3)nc12 | -19 | / | 5
101 | Cc1cccc(-n2nc(C)c(C(=O)N3CCOCC3)c2C(C)C)c1 | 22 | -5 | -9
102 | CCc1nnc(CN(CC)C(=O)CCn2c(C)cc3ccccc32)o1 | 10 | -5 | -4
